Screening results (PubChem)
CHRM5 antagonist: blocks acetylcholine activation of human M5 receptor | CHO-hM5 cells, Fluo-8 calcium fluorescence, ACh EC80 | inhibition, % at 3 µM | 360,000 compounds, 0.59% hits;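 active means inhibition above a per-plate cutoff, the mean of that plate's test compounds plus 3 SD, cut at about 27% in these data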;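 further: 0% = acetylcholine EC80 with DMSO and 100% = DMSO without agonist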
Target sequence (P08912 whole entry, looked up): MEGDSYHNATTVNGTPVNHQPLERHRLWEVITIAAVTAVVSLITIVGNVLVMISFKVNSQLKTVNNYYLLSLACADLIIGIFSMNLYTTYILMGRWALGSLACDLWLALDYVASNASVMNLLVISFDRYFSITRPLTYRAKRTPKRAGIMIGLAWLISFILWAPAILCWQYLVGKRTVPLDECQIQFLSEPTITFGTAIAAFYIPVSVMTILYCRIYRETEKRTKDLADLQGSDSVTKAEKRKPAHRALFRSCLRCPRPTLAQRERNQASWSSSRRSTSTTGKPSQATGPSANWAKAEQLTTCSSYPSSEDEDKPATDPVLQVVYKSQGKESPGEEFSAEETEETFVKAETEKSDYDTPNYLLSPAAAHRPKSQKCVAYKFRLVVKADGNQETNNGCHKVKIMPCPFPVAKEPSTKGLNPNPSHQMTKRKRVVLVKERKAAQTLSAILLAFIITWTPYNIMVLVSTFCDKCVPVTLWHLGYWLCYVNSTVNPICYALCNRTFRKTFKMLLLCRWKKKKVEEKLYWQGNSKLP
TAAR1 antagonist: antagonists of human TAAR1. Q96RJ0. CHO RD-HGA16 TAAR1, Fluo-8 calcium fluorescence, antagonist. inhibition, % at 3 µM. 360,000 compounds, 1.5% hits. AID 624466;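 active means inhibition above a per-plate cutoff, the mean inhibition of test compounds on that plate plus 3 SD, cut at about 49% in these data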;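 further: 0% = DMSO plus EC80 beta-PEA response and 100% = DMSO alone without agonist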
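Test system – hTAAR1-expressing CHO RD-HGA16 cells, Gα16-coupled · Reagent – β-PEA at EC80 concentration, post-compound challenge · Compound dosing – 3 µM, single point · Timing – 140 s kinetic read after compound, 140 s after agonist · Detection – Fluo-8 intracellular calcium dye fluorescence, real-time kinetic reads · Control set – DMSO and EC80 PEA controls · Repeats – n of 1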
CRFBP-R2 agonist: CRF-BP/CRF-R2 complex agonism | 350,000 compounds, 0.46% hits | AID 588473 | HEK293 CRF-R2/CRF-BP, calcium dye fluorescence (FLIPR); percent of saturating CRF peptide response | activation, % at 13.2 µM;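 active means activation of at least 50%, plus an integration ratio under a set limit after plate pattern correction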;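 further: plate controls were neutral control wells without compound for no effect and CRF at EC100 for full effect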
M4 PAM: positive allosteric modulators of human muscarinic M4 receptor; 360,000 compounds, 0.4% hits; CHO-K1 hM4/Gqi5, Fluo-8 calcium fluorescence, ACh EC20; 0% = ACh EC20, 100% = maximal ACh; AID 624126; activation, % at 3 µM;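 active means activation above its plate's cutoff, the mean activation of sample wells plus 3 SD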; further: some results filed as inactive read as strong as hits
Target sequence (P08173 whole entry, looked up): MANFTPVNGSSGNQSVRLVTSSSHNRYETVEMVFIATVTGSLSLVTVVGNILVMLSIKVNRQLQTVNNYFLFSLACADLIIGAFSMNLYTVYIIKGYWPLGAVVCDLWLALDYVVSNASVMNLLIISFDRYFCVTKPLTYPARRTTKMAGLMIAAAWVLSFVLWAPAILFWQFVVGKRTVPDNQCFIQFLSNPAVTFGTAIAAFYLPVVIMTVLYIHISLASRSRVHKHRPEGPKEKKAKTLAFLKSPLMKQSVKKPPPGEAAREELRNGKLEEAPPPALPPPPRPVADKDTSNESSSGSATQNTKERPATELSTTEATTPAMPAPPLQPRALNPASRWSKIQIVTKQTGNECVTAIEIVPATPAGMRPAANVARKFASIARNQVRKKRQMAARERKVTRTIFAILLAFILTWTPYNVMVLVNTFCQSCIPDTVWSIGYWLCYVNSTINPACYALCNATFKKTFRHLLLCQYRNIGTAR
TAAR1 agonist: agonists of human TAAR1; CHO RD-HGA16 TAAR1, Fluo-8 calcium fluorescence; vehicle wells 0%, saturating PEA agonist 100%; activation, % at 3 µM; 360,000 compounds, 0.99% hits;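 active means activation above the mean activation of all test compounds in the run plus 3 SD, cut at about 38% in these data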
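test system = CHO RD-HGA16 cells carrying human TAAR1 plus Gα16 | schedule = 17-24 h seeding, 75 min 37 °C dye, 30 min RT | compound dosing = 3 µM single concentration | control set = DMSO and PEA EC100 | replicates = n 1 | signal = Fluo-8 fluorescence, 5 s baseline then 140 s kinetic read | measure = percent activation vs PEA EC100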
CHRM5 PAM: CHRM5 positive allosteric modulation; P08912; CHO-K1 hM5, Fluo-8 calcium, ACh EC20 PAM; 0% = ACh EC20, 100% = ACh EC100; activation, % at 3 µM; 360,000 compounds, 0.3% hits; AID 624038;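 active means activation above the run cutoff, the mean activation of all test compounds plus 3 SD, cut at about 18% in these data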
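Measured by: Fluo-8 calcium fluorescence; material: human M5 receptor in CHO-K1 cells; schedule: Post-acetylcholine fluorescence recording 140 s; benchmarks: low control EC20 acetylcholine (0%), high control EC100 acetylcholine (100%); read-out: Max/basal fluorescence ratio as % of EC20–EC100 ACh window; compound: single dose, 3 µM nominal final test concentration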
M1 PAM parental: nonselective activator or artifact in parental CHO-K1 calcium assay; ATP EC20, Fluo-8 calcium fluorescence; 0% at ATP EC20, 100% at ATP max; activation, % at 3 µM; 360,000 compounds, 0.02% hits; AID 602247;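 active means activation above the run cutoff, the mean activation of all test compounds plus 3 SD, cut at about 40% in these data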;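 further: peak over basal fluorescence ratio in a 140 s read after ATP addition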
CHRM5 agonist: agonists of human muscarinic M5 receptor (CHRM5) | CHO-K1 hM5 cells, Fluo-8 calcium fluorescence; 0% DMSO wells, 100% maximal acetylcholine response | 360,000 compounds, 0.19% hits | AID 624037 | activation, % at 3 µM;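 active means activation above the run's mean over test compounds plus 3 SD, cut at about 23% in these data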;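 further: signal is peak over basal fluorescence ratio across the kinetic read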
CRFR2-BP antag: CRF-BP/CRF-R2 complex antagonism. 350,000 compounds, 0.59% hits. HEK293 CRF-R2/CRF-BP, CRF-induced calcium fluorescence. inhibition, % at 11.8 µM;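 active means inhibition of the ligand-induced calcium signal above about 50% at the single tested concentration, limit read from the data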
Active calls of the source: *; . = no result given.

Structure	CHRM5 antagonist	TAAR1 antagonist	CRFBP-R2 agonist	M4 PAM	TAAR1 agonist	CHRM5 PAM	M1 PAM parental	CHRM5 agonist	CRFR2-BP antag
Cc1ccc(S(=O)(=O)N(C)C[C@@H]2Oc3c(NS(C)(=O)=O)cccc3C(=O)N([C@H](C)CO)C[C@@H]2C)cc1	3	-8	-3.1	3	0	1	23	-1	-5
COc1ccc(S(=O)(=O)Cc2ccc(C(=O)N3CCCC3)o2)cc1	1	-25	-1.5	-2	11	-8	2	4	5
O=S(Cc1ccccc1)Cc1ccccc1	5	20	-0.6	8	0	-3	18	1	7
COc1ccc(CCC(=O)N2CCN(S(=O)(=O)c3ccc(OC)cc3)CC2)cc1	0	0	-0.5	8	0	0	12	0	-1
Cc1ccc(C)c(NC(=O)Nn2cnnc2)c1	-5	-9	1.7	13	1	2	-5	-3	-4
O=C(N1CCN(c2cccc(Cl)c2)CC1)C1(c2cccs2)CCOCC1	-1	10	-2.2	0	1	-1	-6	-1	-10
Cc1ccc(CC#N)c(-c2c(CC#N)ccc(C)c2C)c1C	-2	21	-1.9	-2	3	-4	15	-3	10
O=C(CC(Nc1ccccc1)C(=O)O)c1ccccc1 (stereo not drawn)	-1	5	2.0	4	0	8	8	-3	2

Structure	CHRM5 antagonist	TAAR1 antagonist	CRFBP-R2 agonist	M4 PAM	TAAR1 agonist	CHRM5 PAM	M1 PAM parental	CHRM5 agonist	CRFR2-BP antag
Cn1cc(Cl)c(C(=O)Nc2nc3ccccc3s2)n1	11	-3	-1.2	-7	14	-7	-3	1	-5
CN(C)CCCNC1=CC(=O)OC12CCCCC2	8	0	2.4	19	6	-6	3	-4	-7
O=c1cc(CN2CCCCCCC2)c2c(ccc3ccccc32)o1	2	-14	.	-2	-1	-5	10	-2	.
CCOC(=O)CNc1c(-c2ccc(O)cc2)nc2ccc(Cl)cn12	10	34	-1.4	-19	15	-18	-11	4	3
COc1ccc(-n2ncc3c(=O)n(CC(=O)NC(C)C)cnc32)cc1	-11	1	-2.1	0	1	-3	-6	8	12
CCCS(=O)(=O)c1nc(S(=O)(=O)c2ccc(C)cc2)c(N2CCC(O)CC2)s1	10	-14	2.2	-9	1	2	10	-2	-8
CCN(CC)C(=O)C1=C(C)N(Cc2ccc(OC)cc2)C(=O)C(CC(=O)NC2CC2)C1 (stereo not drawn)	-9	-11	-0.9	5	1	5	-9	0	-2
NC(c1ccccc1)c1csc(NC(=O)Nc2cccc(C(F)(F)F)c2)n1 (stereo not drawn)	9	36	.	-2	57*	4	14	6	.

Structure	CHRM5 antagonist	TAAR1 antagonist	CRFBP-R2 agonist	M4 PAM	TAAR1 agonist	CHRM5 PAM	M1 PAM parental	CHRM5 agonist	CRFR2-BP antag
COC(=O)c1cccc2c1-c1ccccc1/C2=N/O	-2	-1	-2.4	13	12	-3	18	-6	-7
Cc1cc(C)n2nc(C(=O)OCC(=O)N3CC(C)CC(C)C3)nc2n1 (stereo not drawn)	8	-5	0.0	-1	0	2	17	2	1
Cc1cc(C)nc(N(C#N)Cc2ccccc2Cl)n1	-5	-7	-2.6	6	0	0	5	-3	7
COc1ccc(C2C(C#N)=C(N)Oc3cc(C)[nH]c(=O)c32)c(OC)c1OC (stereo not drawn)	3	8	2.7	-2	9	-6	3	-2	-4
O=C(O)COc1ccc(NC(=O)c2ccc(NC(=O)c3ccco3)cc2)cc1	1	-3	1.4	-3	5	5	13	3	-4
CN(Cc1ccc(Cl)cc1Cl)C(=O)C1CC(=O)N(Cc2ccco2)C1 (stereo not drawn)	7	-14	1.5	-7	2	-3	-2	-1	-18
CC1=C(C(=O)N2CCOCC2)C(c2ccccc2F)NC(=O)N1 (stereo not drawn)	4	4	1.6	0	10	-8	-15	-4	-6
CCOc1ccc(C(=O)/C=C/c2cn(CN3CCN(C)CC3)c3ccccc23)cc1	2	10	12	5	8	-4	-4	0	-12

Rewritten as labelled records: 2 of the compounds above.
CCCS(=O)(=O)c1nc(S(=O)(=O)c2ccc(C)cc2)c(N2CCC(O)CC2)s1
  CHRM5 antagonist: 10 | TAAR1 antagonist: -14 | CRFBP-R2 agonist: 2.2 | M4 PAM: -9 | TAAR1 agonist: 1 | CHRM5 PAM: 2 | M1 PAM parental: 10 | CHRM5 agonist: -2 | CRFR2-BP antag: -8

CCN(CC)C(=O)C1=C(C)N(Cc2ccc(OC)cc2)C(=O)C(CC(=O)NC2CC2)C1 (stereo not drawn)
  CHRM5 antagonist: -9 | TAAR1 antagonist: -11 | CRFBP-R2 agonist: -0.9 | M4 PAM: 5 | TAAR1 agonist: 1 | CHRM5 PAM: 5 | M1 PAM parental: -9 | CHRM5 agonist: 0 | CRFR2-BP antag: -2

An excerpt from above in order of the CRFR2-BP antag value, high to low:
Structure | CRFR2-BP antag
Cc1ccc(CC#N)c(-c2c(CC#N)ccc(C)c2C)c1C | 10
O=S(Cc1ccccc1)Cc1ccccc1 | 7
O=C(CC(Nc1ccccc1)C(=O)O)c1ccccc1 (stereo not drawn) | 2
CCN(CC)C(=O)C1=C(C)N(Cc2ccc(OC)cc2)C(=O)C(CC(=O)NC2CC2)C1 (stereo not drawn) | -2
Cc1ccc(S(=O)(=O)N(C)C[C@@H]2Oc3c(NS(C)(=O)=O)cccc3C(=O)N([C@H](C)CO)C[C@@H]2C)cc1 | -5
O=C(N1CCN(c2cccc(Cl)c2)CC1)C1(c2cccs2)CCOCC1 | -10

The results go on.
Structure	CHRM5 antagonist	TAAR1 antagonist	CRFBP-R2 agonist	M4 PAM	TAAR1 agonist	CHRM5 PAM	M1 PAM parental	CHRM5 agonist	CRFR2-BP antag
O=C(COC(=O)C1CC2C=CC1C2)Nc1ccc2c(c1)OC(F)(F)O2 (stereo not drawn)	-5	-1	-0.6	5	8	5	-4	0	-5
CNCc1ccccc1Sc1ccc(O)c(O)c1	7	-14	3.2	12	1	-3	28	-1	1
C/C(=N\NC(=S)Nc1ccc(F)cc1)C1CC1	2	-4	-0.8	21	8	4	22	-2	-3
CCc1ccc(S(=O)(=O)Nc2c(C)nc3nc[nH]n3c2=O)cc1	4	6	-0.7	5	-2	38*	-5	8	5
CC(C)(C)c1ccc(C(=O)c2c[nH]c(C(=O)NCC3CCCO3)c2)cc1 (stereo not drawn)	14	12	-1.7	-8	11	-13	4	0	9
CCOC(=O)c1ccc(NC(=O)CSc2nc(=O)n(CCN3CCOCC3)c3c2CCC3)cc1	-2	-15	-5.0	0	-2	2	-3	-3	26
NNC(=O)c1sc2nc(N3CCOCC3)c3c(c2c1N)CCCC3	4	2	-3.3	-7	0	-4	17	1	-4
COCC(=O)Nc1cc(OC)ccc1OC	2	10	0.2	0	0	-2	9	0	37

A draw from above in order of molecular weight, largest number first.
Structure	CHRM5 antagonist	TAAR1 antagonist	CRFBP-R2 agonist	M4 PAM	TAAR1 agonist	CHRM5 PAM	M1 PAM parental	CHRM5 agonist	CRFR2-BP antag
O=C(COC(=O)C1CC2C=CC1C2)Nc1ccc2c(c1)OC(F)(F)O2 (stereo not drawn)	-5	-1	-0.6	5	8	5	-4	0	-5
NNC(=O)c1sc2nc(N3CCOCC3)c3c(c2c1N)CCCC3	4	2	-3.3	-7	0	-4	17	1	-4
C/C(=N\NC(=S)Nc1ccc(F)cc1)C1CC1	2	-4	-0.8	21	8	4	22	-2	-3
COCC(=O)Nc1cc(OC)ccc1OC	2	10	0.2	0	0	-2	9	0	37

Next structures:
Structure	CHRM5 antagonist	TAAR1 antagonist	CRFBP-R2 agonist	M4 PAM	TAAR1 agonist	CHRM5 PAM	M1 PAM parental	CHRM5 agonist	CRFR2-BP antag
CCc1ccc(OCC2NCCc3cc(OC)c(OC)cc32)cc1 (stereo not drawn)	2	-18	-1.2	-8	4	1	12	-4	-6
O=C(NC(=S)NNC(=O)c1ccco1)c1ccc(Br)cc1	19	27	35	5	94*	1	6	0	19
CCOC(=O)N1CCN(C(=O)c2cc(OC)c(OC)c(OC)c2)CC1	3	-11	-0.3	4	0	3	4	-3	7
O=C(Nc1cccc2ccccc12)/C(=C/c1cccc([N+](=O)[O-])c1)NC(=O)c1cccs1	12	29	-2.0	-17	7	-13	-7	2	-4
Nc1nc(-c2ccccc2)cc(N2CCCCC2)n1	-4	6	-0.4	-6	6	-5	8	-14	-6
CCOC(=O)c1c(-c2ncc(C(F)(F)F)cc2Cl)noc1C	-13	10	-0.2	16	15	2	-9	-1	3
O=C(CSc1nc(-c2ccco2)cc(C(F)(F)F)n1)N1CCc2ccccc2C1	0	-4	-0.1	-4	19	0	13	-4	5
O=C(CSc1nc2c(c(=O)n1-c1ccc(Cl)cc1)SCC2)N1CCCC1	2	-25	-1.8	1	-1	1	13	1	22

Structure	CHRM5 antagonist	TAAR1 antagonist	CRFBP-R2 agonist	M4 PAM	TAAR1 agonist	CHRM5 PAM	M1 PAM parental	CHRM5 agonist	CRFR2-BP antag
Cc1cc(C)c[n+](C[n+]2cc(C)cc(C)c2)c1	2	8	6.8	-4	3	9	21	2	-5
Cc1cccc(N(Cc2ccc(Cl)cc2)S(C)(=O)=O)c1	-3	2	-3.5	-9	7	-3	-6	-11	30
Cc1cc2c(cc1C)C(c1cc(Br)ccc1F)CC(=O)N2 (stereo not drawn)	4	-10	0.0	-5	9	-3	0	2	-27
CCOC(=O)c1nnsc1-c1ccc(-c2snnc2C(=O)OCC)cc1	2	4	-2.2	0	-1	3	4	-4	26
O=S(=O)(Nc1cccc(S(=O)(=O)N2CCCCC2)c1)c1ccccc1F	0	-34	-3.0	14	1	-4	-17	6	2
COC(=O)CSc1nc2nc(C)c(Br)cc2[nH]1	3	-2	-0.7	5	4	0	6	-2	-12
Cc1ccc(C(=O)N[C@H](C(=O)OCC(=O)c2ccc[nH]2)C(C)C)cc1	-2	-3	-0.6	-3	2	1	-12	-2	26
Cc1noc(C)c1NC(=O)N(C)C[C@H]1Oc2c(NC(=O)Cc3ccccc3)cccc2C(=O)N([C@H](C)CO)C[C@@H]1C	10	17	0.5	2	6	-4	3	2	-3
COc1ccc2c3n([n+]([O-])c2c1)CCN=C3c1ccc(C)cc1	-2	1	-1.5	13	0	12	2	1	-2
